# NadD inh: inhibitors of Staphylococcus aureus NadD. actives 0.78% (n = 360,000). purified NadD enzyme, colorimetric absorbance read-out. inhibition, % at 20 µM. AID 602399; in the data active = inhibition above about 26%; note: some compounds past the cut are filed as inactive
# SUMO1-SIM PPI: SUMO1-SIM interaction modulation; inhibition, % at 20 µM; AID 602429; SUMO1 binding to a labelled peptide, TR-FRET, 1 h; actives 0.33% (n = 360,000); in the data active = inhibition above about 37%
# Tb MetRS inh: Trypanosoma brucei MetRS inhibition; purified T. brucei MetRS, ATP depletion, Kinase-Glo luminescence; inhibition, % at 11.9 µM; actives 0.4% (n = 360,000);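 active = inhibition above a per-plate cutoff of the control wells' mean inhibition plus 3 SD, cut at about 5.5% in these data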;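 note: 0% = DMSO wells median and 100% = median of wells with control inhibitor compound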
#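 assay system = parasite MetRS enzyme | timing = 15 min preincubation, 2 h reaction, all 25 °C | evaluation = percent inhibition relative to median high and low control wells | medium = HEPES buffer containing pyrophosphatase, BSA, spermine, DTT | compound = single dose, 11.9 µM final nominal, 0.9% final DMSO | detection = Kinase-Glo luminescence, ATP depletion format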
# DNMT1 inh: blocks human DNA methyltransferase DNMT1. DNMT1 molecular beacon, Hinp1I cleavage, fluorescence. inhibition (reported as % activation of signal), % at 10 µM. actives 0.83% (n = 360,000); in the data active = inhibition above about 50%
# LMPTP block: LMPTP (human) inhibition. AID 651560. recombinant LMPTP-A, OMFP fluorogenic substrate, fluorescence intensity. inhibition, % at 20 µM. actives 0.22% (n = 360,000);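 active = compounds that cut the enzyme signal by at least half of the control window in the single-dose screen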;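 note: plate controls were DMSO wells with enzyme plus substrate for no effect and substrate without enzyme for full effect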
# Target sequence (P24666 whole entry, looked up): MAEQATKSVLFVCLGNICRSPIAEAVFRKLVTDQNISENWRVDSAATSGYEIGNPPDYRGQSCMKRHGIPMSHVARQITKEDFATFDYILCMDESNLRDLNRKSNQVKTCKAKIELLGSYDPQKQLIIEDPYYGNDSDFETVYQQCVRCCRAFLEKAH
#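 Test system: LMPTP-A, protein tyrosine phosphatase of low molecular weight; Input: 0.625 nM enzyme; Incubation: 50 min dark incubation at room temperature; Signal: endpoint fluorescence intensity from OMFP dephosphorylation; Read-out basis: % inhibition versus control wells.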
# Neddylation inh: inhibitors of human cullin neddylation | TR-FRET cullin neddylation, biochemical | calls only at 25 µM | actives 0.58% (n = 360,000); in the data active = inhibition above about 36%
# Target sequence (P61081 whole entry, looked up): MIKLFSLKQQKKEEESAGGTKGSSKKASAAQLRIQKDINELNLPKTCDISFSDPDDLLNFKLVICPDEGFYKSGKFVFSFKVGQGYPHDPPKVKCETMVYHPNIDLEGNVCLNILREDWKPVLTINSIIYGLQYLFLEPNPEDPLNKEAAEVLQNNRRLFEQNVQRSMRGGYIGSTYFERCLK
# Target sequence (Q13564 whole entry, looked up): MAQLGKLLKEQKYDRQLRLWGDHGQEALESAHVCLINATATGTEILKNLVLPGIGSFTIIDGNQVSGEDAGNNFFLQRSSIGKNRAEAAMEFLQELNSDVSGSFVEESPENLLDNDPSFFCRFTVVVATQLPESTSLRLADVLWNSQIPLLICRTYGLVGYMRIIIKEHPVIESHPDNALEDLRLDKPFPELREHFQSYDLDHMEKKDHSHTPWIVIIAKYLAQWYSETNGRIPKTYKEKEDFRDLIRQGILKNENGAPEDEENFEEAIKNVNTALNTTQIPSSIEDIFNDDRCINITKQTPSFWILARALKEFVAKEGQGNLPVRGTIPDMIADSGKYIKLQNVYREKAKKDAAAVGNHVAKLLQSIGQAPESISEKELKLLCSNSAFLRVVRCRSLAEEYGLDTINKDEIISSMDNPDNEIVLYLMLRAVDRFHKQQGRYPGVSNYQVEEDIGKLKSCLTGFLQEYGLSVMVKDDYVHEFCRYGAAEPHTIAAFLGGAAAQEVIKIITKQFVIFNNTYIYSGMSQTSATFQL
# CendR NRP1 mod: NRP-1/CendR interaction modulation | O14786 | FAM-RPARPAR peptide binding to NRP-1, fluorescence polarization | inhibition, % at 25 µM | actives 0.85% (n = 360,000) | AID 602438;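 active = inhibition or corrected inhibition above about 18%, plus a signal ratio from 0.5 to 1.5, limit read from the data, passing the limit was not always enough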; note: strong numbers were not always called active
# STEP block: STEP (human) phosphatase inhibition; P54829; recombinant STEP, OMFP fluorogenic substrate, fluorescence; inhibition, % at 20 µM; actives 0.25% (n = 360,000); AID 588621;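 active = inhibition at 20 µM, scaled per plate between control wells, above about 37%, limit read from the data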;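 note: 0% = DMSO with enzyme and substrate and 100% = substrate only without enzyme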
#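 Also added – OMFP at 25 µM · Test system – STEP tyrosine phosphatase · Technique – FITC-channel fluorescence of OMFP product · Schedule – 20 min at room temperature, dark · Evaluation – control-normalized % inhibition with plate pattern correction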
# SKN-1 inh: inhibitors of C. elegans SKN-1. C. elegans VP596 Pgst-4::GFP/RFP ratio, acrylamide-induced, 24 h. inhibition, % at 21.8 µM. actives 0.49% (n = 360,000);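 active = interference check ratio from 0.5 to 1.5 plus GFP to RFP signal ratio inhibition reaching or exceeding a fixed threshold, cut at about 30% in these data, passing the limit was not always enough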; note: some compounds called inactive have numbers as strong as hits
# Scp1 inh: blocks human Scp-1 phosphatase activity. Q9GZU7. Recombinant Scp1, phosphopeptide, malachite green phosphate absorbance. inhibition, % at 20 µM. actives 0.88% (n = 340,000);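 active = inhibition above about 50% at 20 µM, limit read from the data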;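 note: plate controls were DMSO wells with enzyme for no effect and wells lacking enzyme for full effect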
# Target sequence (Q9GZU7 76-261 limits assumed): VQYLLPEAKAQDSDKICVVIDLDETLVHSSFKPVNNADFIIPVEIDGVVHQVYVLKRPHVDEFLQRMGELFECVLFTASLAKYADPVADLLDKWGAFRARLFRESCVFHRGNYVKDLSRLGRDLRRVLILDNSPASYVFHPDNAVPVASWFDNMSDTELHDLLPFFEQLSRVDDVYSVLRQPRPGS
#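 Incubation: 45 min enzyme reaction at room temperature / System: truncated SCP-1 phosphatase (76-261aa) / Reagent: Phospho 17-mer peptide substrate / Buffer or medium: Acidic Tris acetate buffer with magnesium and detergent / Signal: absorbance at 630 nm / Doses: one concentration, 20 µM, with 1.0% DMSO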
# * hit, by the source's call; i = inactive; nt = no result given. No enrichment for hits. Share with any hit: about 4.6%.
1. N#Cc1c(-c2ccccc2)cc(-c2ccccc2)nc1Br
2. CCOc1ncccc1C(=O)NCc1ccc(OC)c(OC)c1
3. CCOc1ccc(CC(=NCCO)C2=C(O)CC(C)(C)CC2=O)cc1OCC
4. CCC(C)(C)C1CCc2[nH]nc(C(=O)NCCNC(=O)OC(C)(C)C)c2C1 (stereo unspecified)
5. CN(/N=C/c1cccc(Br)c1)C1=NS(=O)(=O)c2ccccc21
6. CC(C)Cc1cc(C(=O)Nc2cccc(O)c2)no1
7. Cc1ccccc1N(CC(=O)NCCSCc1ccco1)S(C)(=O)=O
8. Cn1c(SCC(=O)Nc2ccccc2)nnc1-c1ccc(NC(=O)CCc2ccccc2)cc1
entry no.,1,2,3,4,5,6,7,8
NadD inh,1.3,-3.6,-4.3,-5.6,0.9,-3.8,-2.0,13.7
SUMO1-SIM PPI,5.5,1.6,-1.1,-0.4,15.7,3.3,7.9,1.1
Tb MetRS inh,-1.1,0.0,-0.1,-0.4,0.1,-1.6,-0.5,-0.4
DNMT1 inh,10.0,4.0,8.9,2.5,-5.6,2.4,-0.9,3.2
LMPTP block,8.0,-1.4,-2.2,0.5,2.0,-0.8,0.5,-0.7
Neddylation inh,i,i,i,i,i,i,i,i
CendR NRP1 mod,-6.7,-2.9,-19.0,-11.7,1.7,-6.8,0.4,-12.2
STEP block,1.3,-0.9,-3.7,-0.6,2.7,-1.3,1.7,-1.0
SKN-1 inh,5.5,0.8,8.2,30.8,27.7,-3.2,6.7,-12.4
Scp1 inh,-4.6,-4.1,3.0,-0.5,-25.5,1.9,3.5,0.2

9. CC(C)(C)c1ccc(C(=O)N2CCN(C(=O)C3CCCCC3)CC2)cc1
10. NC(=O)CSc1cn(Cc2ccccc2)c2ccccc12
11. O=C(COc1ccc(Cl)cc1)NCc1nnc2c3ccccc3c(-c3ccccc3)nn12
12. CC(C)CC(NC(=O)C1CCC(C)CC1)C(=O)Nc1ccc2c(c1)OCCO2 (stereo unspecified)
13. O=C(Nc1ccccc1)c1c(F)c(F)c(F)c(F)c1F
14. COc1ccc(-c2nnc(SC(C)C#N)o2)cc1 (stereo unspecified)
15. COc1cc(N2CCCC2)c(OC)cc1/C=C(/C#N)c1cccc(F)c1
16. CC(=O)Nc1ccc(NC(=O)C(C)Oc2ccccc2C(=O)NCc2ccccc2)cc1 (stereo unspecified)
entry no.,9,10,11,12,13,14,15,16
NadD inh,2.8,-8.3,6.3,-6.3,-5.8,1.0,10.6,-1.0
SUMO1-SIM PPI,-1.2,-0.7,1.2,4.5,5.1,0.4,-30.1,0.5
Tb MetRS inh,-0.2,-0.1,-0.3,-0.4,-0.1,0.5,-1.1,-0.4
DNMT1 inh,2.9,0.3,-1.1,-0.2,3.1,-0.5,6.5,1.8
LMPTP block,0.5,-0.9,1.5,-2.3,-0.8,-1.2,4.5,-0.3
Neddylation inh,i,i,i,i,i,i,i,i
CendR NRP1 mod,-0.9,5.4,2.0,7.0,2.9,5.4,-151.5,9.2
STEP block,1.5,-2.3,-0.5,-1.2,-4.3,2.0,-15.4,-1.2
SKN-1 inh,8.8,2.2,8.0,1.4,21.3,0.7,2.1,10.2
Scp1 inh,7.0,-4.4,4.9,-4.2,-12.2,-13.2,2.2,-9.8

# The list goes on; the last two above are carried over.
15. COc1cc(N2CCCC2)c(OC)cc1/C=C(/C#N)c1cccc(F)c1
16. CC(=O)Nc1ccc(NC(=O)C(C)Oc2ccccc2C(=O)NCc2ccccc2)cc1 (stereo unspecified)
17. CN(C)/C=C(/C(=O)c1ccccc1)n1cncn1
18. COc1cc(/C=C2\N=C3CCCCCN3C2=O)ccc1O
19. N#Cc1cccc(NC(=O)c2cc(C3CCCCN3C(=O)c3ccccn3)on2)c1 (stereo unspecified)
20. CCOc1ccc(OCC)c(NC(=O)C2CCN(c3cnccn3)CC2)c1
21. CNc1nnc(-c2cccc(N(C)C)c2)s1
22. COc1ccc(C(=O)Nc2nnc(C3=COCCO3)o2)cc1OC
23. O=C(Nc1ccccc1)N(C1=NCCCCS1)c1cccc2ccccc12
24. Cc1ccccc1CN1CCN(S(=O)(=O)c2ccc(Cl)s2)CC1
entry no.,15,16,17,18,19,20,21,22,23,24
NadD inh,10.6,-1.0,-1.3,3.5,-0.5,-7.5,-0.4,4.1,-3.2,0.7
SUMO1-SIM PPI,-30.1,0.5,1.5,-39.9,2.8,2.5,1.2,0.1,-5.1,6.6
Tb MetRS inh,-1.1,-0.4,0.0,-0.8,-0.1,-0.4,-0.3,-0.4,0.1,-0.7
DNMT1 inh,6.5,1.8,4.9,-1.3,7.4,-5.5,-2.9,2.8,1.6,-0.4
LMPTP block,4.5,-0.3,1.0,1.1,-1.0,-0.2,0.5,-1.5,-0.4,2.1
Neddylation inh,i,i,i,i,i,i,nt,i,i,i
CendR NRP1 mod,-151.5,9.2,20.4,-132.3,0.4,1.7,-3.3,8.8,4.9,-1.4
STEP block,-15.4,-1.2,3.4,-1.0,-2.3,-2.7,0.4,2.8,1.0,1.0
SKN-1 inh,2.1,10.2,-4.6,9.7,2.2,-13.0,14.4,14.4,14.6,1.2
Scp1 inh,2.2,-9.8,-9.1,0.5,nt,-4.7,-4.9,-2.4,-4.8,-5.5

25. CCc1ccc(Nc2ncccc2C#N)cc1
26. CC(C)CCNC(=O)C12CN(Cc3ccccc3)CC1C(c1ccc([N+](=O)[O-])cc1)=NO2 (stereo unspecified)
27. O=C(/C=C/c1ccco1)NC(=S)Nc1cccc(-c2nc3ccccc3o2)c1
28. Cc1nn(CC(=O)N2CCc3ccccc32)c(C)c1S(=O)(=O)NC(C)(C)C
29. COc1cccc(/C=N/n2cnnc2)c1OCc1ccccc1
30. COc1cc(OC)c(OC)cc1/C=N/NC(=O)CCc1c(C)n[nH]c1C
31. CC(C)(C)c1ccc(NC(=O)COC(=O)c2ccc(NS(=O)(=O)c3ccc(F)c(F)c3)cc2)cc1
32. Cc1ccccc1NC(=O)C1CC(=O)OC12CCOC(C)(C)C2 (stereo unspecified)
entry no.,25,26,27,28,29,30,31,32
NadD inh,-6.9,-6.4,30.7*,-4.6,4.2,-5.4,28.3,-2.6
SUMO1-SIM PPI,-2.6,-32.0,9.3,-4.4,-1.5,-1.7,0.2,-0.6
Tb MetRS inh,-0.6,-0.1,-0.8,-0.3,-0.3,0.4,-0.1,-0.3
DNMT1 inh,2.7,-6.5,2.0,-1.4,-1.8,-1.4,5.9,-0.9
LMPTP block,0.7,-0.9,1.8,0.0,0.7,0.6,4.3,-1.2
Neddylation inh,i,i,i,i,i,i,i,i
CendR NRP1 mod,7.8,-18.1,-15.0,5.2,10.5,14.6,-7.4,0.9
STEP block,2.3,4.0,1.4,-0.5,2.6,-4.9,-2.7,-0.6
SKN-1 inh,20.2,4.7,2.9,13.3,9.8,1.6,1.4,9.1
Scp1 inh,0.6,-2.7,-2.0,-4.7,0.8,6.3,-8.2,-9.6

33. CCCOc1ccc(C(=O)NC2CCSc3ccccc32)cc1 (stereo unspecified)
34. O=C(CCCCCNC(=O)N1CCn2c1nc1ccccc12)N[C@H](Cc1ccccc1)C(=O)O
35. Cc1ccc(S(=O)(=O)N2c3ccccc3OCC2C(C)(C)C)cc1 (stereo unspecified)
36. Nc1nc2ccc(Br)cc2o1
37. Cc1oc(C(C)(C)C)cc1C(=O)NC(Cc1ccccc1)C(=O)O (stereo unspecified)
38. Nc1nc(-c2c[nH]c3ccccc23)cs1
39. Cc1ccccc1NC(NC(=O)OCCn1c([N+](=O)[O-])cnc1C)C(Cl)(Cl)Cl (stereo unspecified)
40. Cn1cc([N+](=O)[O-])c(C(=O)NCC(=O)O)n1
entry no.,33,34,35,36,37,38,39,40
NadD inh,-4.5,-3.2,-0.1,-3.2,-8.9,7.0,-4.2,-5.0
SUMO1-SIM PPI,5.0,5.1,0.7,0.0,-1.0,13.9,-13.0,-4.4
Tb MetRS inh,-0.4,-1.6,0.1,-0.3,0.3,1.0,-0.3,-0.5
DNMT1 inh,-0.7,-1.8,0.6,5.8,-1.8,-28.3,0.1,3.5
LMPTP block,0.9,-1.3,3.4,-0.8,-1.4,2.4,1.0,-1.0
Neddylation inh,i,i,i,i,i,i,i,i
CendR NRP1 mod,0.8,-7.0,5.6,16.0,-3.7,-31.9,2.4,11.0
STEP block,-0.1,-2.1,1.7,2.4,-3.1,8.3,-1.4,-1.1
SKN-1 inh,0.1,-3.8,18.0,8.7,-4.3,25.3,0.0,-2.1
Scp1 inh,-10.6,1.4,-10.8,-5.4,-3.9,-0.3,1.3,2.6

# Record cards, from the list above. Order of screens: NadD inh, SUMO1-SIM PPI, Tb MetRS inh, DNMT1 inh, LMPTP block, Neddylation inh, CendR NRP1 mod, STEP block, SKN-1 inh, Scp1 inh
# Cc1ccc(S(=O)(=O)N2c3ccccc3OCC2C(C)(C)C)cc1 (stereo unspecified) in the list: -0.1, 0.7, 0.1, 0.6, 3.4, i, 5.6, 1.7, 18.0, -10.8
# CCCOc1ccc(C(=O)NC2CCSc3ccccc32)cc1 (stereo unspecified) in the list: -4.5, 5.0, -0.4, -0.7, 0.9, i, 0.8, -0.1, 0.1, -10.6
# Nc1nc2ccc(Br)cc2o1 in the list: -3.2, 0.0, -0.3, 5.8, -0.8, i, 16.0, 2.4, 8.7, -5.4
# Cc1oc(C(C)(C)C)cc1C(=O)NC(Cc1ccccc1)C(=O)O (stereo unspecified) in the list: -8.9, -1.0, 0.3, -1.8, -1.4, i, -3.7, -3.1, -4.3, -3.9

# Next results
41. Cc1cccc(C)c1NC(=O)N1CCC(n2c(=O)[nH]c3ccccc32)CC1
42. CC[C@]12c3[nH]c4ccccc4c3CCN1C(=O)C(CC(=O)NCCC1=CCCCC1)C[C@@H]2C(=O)N1CCN(C(=O)c2ccco2)CC1 (stereo partly specified)
43. CCCC(=O)NC(=S)Nc1ccc(S(=O)(=O)N2CCc3ccccc32)cc1
44. C[N+]1(C)CCCC(OC(=O)C(O)(c2ccccc2)c2ccccc2)C1 (stereo unspecified)
45. COCC(=O)OCC(=O)N1N=C(c2ccc(Cl)cc2)CC1c1ccco1 (stereo unspecified)
46. COc1ccc(CNC(=O)C2CCN(S(=O)(=O)N3CCCC3)CC2)cc1
47. COc1ccc(-n2nc(C(=O)NCC(=O)Nc3cccc(Cl)c3)c3ccccc3c2=O)cc1OC
entry no.,41,42,43,44,45,46,47
NadD inh,-5.6,6.7,-6.3,2.1,-4.2,-15.1,1.5
SUMO1-SIM PPI,0.9,-1.5,-0.1,0.5,-8.2,-0.9,-65.5
Tb MetRS inh,-0.1,-0.8,-0.1,0.2,-1.3,-0.6,0.2
DNMT1 inh,4.4,-0.8,-1.9,2.6,4.2,1.4,59.8*
LMPTP block,0.0,0.2,2.8,-1.4,-1.3,-0.8,34.0
Neddylation inh,i,i,i,i,i,i,i
CendR NRP1 mod,-4.7,-10.7,5.5,0.4,-2.3,3.7,-5.5
STEP block,-3.7,-0.2,2.6,-2.4,-2.6,-1.4,10.3
SKN-1 inh,-14.2,0.6,-11.8,98.4,-7.8,1.8,25.8
Scp1 inh,-4.8,-4.2,-16.7,-20.0,-3.9,-3.1,38.1
